Mdm2-MdmX inh: inhibitors of human Mdm2-MdmX association, primary screen, cell-based, luminescence, split luciferase, SaOS-2, uHTS | Protein Mdm4 (Homo sapiens) + E3 ubiquitin-protein ligase Mdm2 (Homo sapiens), … | SaOS-2 split-luciferase Mdm2/MdmX complementation | inhibition, % at 8 µM | actives 3% (n = 330,000) | AID 485346, 2010;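 active = inhibition of at least 50% at 8 µM in the primary screen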
Target sequence (O15151 whole entry, looked up): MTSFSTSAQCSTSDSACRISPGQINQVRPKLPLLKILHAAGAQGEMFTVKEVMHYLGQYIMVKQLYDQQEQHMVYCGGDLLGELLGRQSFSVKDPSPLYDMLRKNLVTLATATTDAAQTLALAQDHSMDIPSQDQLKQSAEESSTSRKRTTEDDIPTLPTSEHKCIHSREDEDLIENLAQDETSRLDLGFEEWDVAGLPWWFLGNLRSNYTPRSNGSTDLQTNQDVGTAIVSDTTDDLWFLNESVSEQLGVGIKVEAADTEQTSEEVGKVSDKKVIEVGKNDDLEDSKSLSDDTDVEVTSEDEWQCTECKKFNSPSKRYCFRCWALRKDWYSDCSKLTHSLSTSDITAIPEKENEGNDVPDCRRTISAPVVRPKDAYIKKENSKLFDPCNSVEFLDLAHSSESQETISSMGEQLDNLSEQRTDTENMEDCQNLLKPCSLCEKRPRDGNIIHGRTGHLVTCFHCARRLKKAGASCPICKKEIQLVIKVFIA
Target sequence (Q00987 whole entry, looked up): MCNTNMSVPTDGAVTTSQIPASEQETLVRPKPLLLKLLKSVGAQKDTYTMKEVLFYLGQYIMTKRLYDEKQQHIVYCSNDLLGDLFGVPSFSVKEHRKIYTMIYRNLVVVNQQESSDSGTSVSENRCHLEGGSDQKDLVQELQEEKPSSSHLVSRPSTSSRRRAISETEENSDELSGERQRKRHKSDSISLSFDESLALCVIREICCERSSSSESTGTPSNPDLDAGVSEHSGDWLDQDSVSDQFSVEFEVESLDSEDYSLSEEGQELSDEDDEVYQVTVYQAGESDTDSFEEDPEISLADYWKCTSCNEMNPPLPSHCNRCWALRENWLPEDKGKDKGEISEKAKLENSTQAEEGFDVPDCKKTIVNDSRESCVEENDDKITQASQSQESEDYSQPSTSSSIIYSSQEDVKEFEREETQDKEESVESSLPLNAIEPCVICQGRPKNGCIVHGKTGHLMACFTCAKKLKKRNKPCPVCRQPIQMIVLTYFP
tim23-1 inh: growth inhibitors of tim23-1 mutant yeast, primary screen, luminescence, uHTS; inhibition, % at 20 µM; S. cerevisiae tim23-1 growth, BacTiter-Glo luminescence, 24 h; actives 1.3% (n = 330,000);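 active = growth inhibition of the mutant yeast at or above 50%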;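 note: temperature-sensitive mutant grown at 25 °C; plate controls were DMSO-treated mutant yeast for no effect and medium wells lacking yeast for full effect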
Jurkat NFkB inh: inhibitors of induced NF-kB luciferase reporter, primary screen, TCR NF-kB activation inhibitor project, cell-based, luminescence, uHTS. AID 435003, 2010. inhibition, % at 4 µM. actives 0.53% (n = 330,000). Jurkat, PMA/ionomycin-induced NF-kB luciferase reporter; in the data active = inhibition above about 50%
tim10-1 inh: growth inhibitors of tim10-1 mutant yeast, primary screen, luminescence, uHTS. S. cerevisiae tim10-1 ts strain growth, BacTiter-Glo, 24 h. inhibition, % at 20 µM. actives 2.2% (n = 330,000). AID 463190, 2010;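 active = inhibition of at least 40%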;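 note: mutant grown at 25 °C; 0% = DMSO wells with yeast and 100% = wells holding no yeast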
UPR CHOP act: activators of apoptotic CHOP UPR arm, primary screen, cell-based, CHO-CHOP luciferase reporter, luminescence, uHTS | UPR activation; percent of tunicamycin response over DMSO baseline | activation, % at 10 µM | actives 0.34% (n = 330,000);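 active = at 10 µM dose, activation of 40% or more, normalized to positive control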;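 note: 100% = tunicamycin at 10 µg/mL and 0% = DMSO alone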
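Dosing – one dose, 10 µM in 0.5% DMSO · System – CHO-CHOP cells, stable luciferase reporter of PERK-eIF2a-CHOP signalling · Input – 500 cells/well · Control set – tunicamycin 10 µg/mL final as positive, DMSO-only wells as negative · Timing – 6 h compound treatment, 37 °C · Measure – % activation vs tunicamycin · Technique – luminescence read with Steady-Glo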
TIM10 inh: growth inhibitors of isogenic TIM10 control yeast, primary screen, counter-screen for tim10-1 yeast inhibitor project, luminescence, uHTS. S. cerevisiae TIM10 strain growth, BacTiter-Glo luminescence, 24 h. inhibition, % at 10 µM. actives 1.4% (n = 330,000);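 active = inhibition of 40% or more at the single tested concentration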;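 note: wild-type TIM10 isogenic control strain grown at permissive 25 °C; 0% = DMSO yeast wells and 100% = minimal medium wells without yeast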
UPR XBP1 act: activators of adaptive XBP1 UPR arm, primary screen, cell-based, CHO-XBP1 luciferase reporter, luminescence, uHTS. activation, % at 20 µM. IRE1-XBP1 UPR activation; percent of tunicamycin response, DMSO as zero. actives 0.33% (n = 330,000). AID 463104, 2010;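 active = versus positive control, 20 µM dose yields 30% or more activation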;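 note: 100% = tunicamycin at 10 µg/mL and 0% = DMSO only wells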
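incubation = overnight seeding at 37 °C, 6 h compound treatment at 37 °C | assay system = CHO-XBP1 cells stably carrying IRE1-XBP1-driven luciferase reporter | input = 1000 cells per well | detection = luciferase luminescence | dosing = single point, 20 µM final compound, 1% DMSO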
697 NFkB inh: inhibitors of PMA/ionomycin-induced NF-kB reporter, 697 cells, primary screen, B-cell NF-kB inhibitor project, cell-based, luminescence, uHTS. actives 0.33% (n = 330,000). 697 B-cell NF-kB luciferase reporter, 16 h. AID 435022, 2010. inhibition, % at 4 µM; in the data active = inhibition above about 35%
* = called active by the depositor.

SMILES	Mdm2-MdmX inh	tim23-1 inh	Jurkat NFkB inh	tim10-1 inh	UPR CHOP act	TIM10 inh	UPR XBP1 act	697 NFkB inh
Cc1cc(C)cc(SCc2noc(C(=O)NCCCN3CCOCC3)c2C(=O)NCCCN2CCOCC2)c1	17	-14	-12	-29	-0.7	-1	-1	0
CCN(CC)CCCNC(=O)c1cc2c(=O)n(CC)c3ccccc3c2s1	50	5	-53	11	-0.7	-1	10	6
CC(C)COP(=O)(OCC(C)C)C(Nc1ccccc1)c1ccc2c(c1)OCO2 (stereo unspecified)	20	50	9	29	0.2	32	-4	13
O=C(NCc1ccc(F)cc1)C1(c2cccs2)CCOCC1	13	2	2	-2	6.7	-6	-1	9
CCc1cc2c(=O)c(-c3nc4ccccc4n3C)coc2c(CN2CCOCC2)c1O	28	11	-5	17	-2.1	18	-3	-10
CC(C)c1nc(SCC(=O)Nc2cccc(C(=O)O)c2)c2c3c(sc2n1)CCCC3	14	13	-3	10	0.9	7	-2	4
CCOC(=O)c1cnc2c(C)cccc2c1NCc1ccco1	12	29	-13	25	2.2	14	1	-61
CCCCNC(=O)Nc1nnc(SCC(=O)OCC)s1	15	9	-2	3	-1.2	1	-2	23
O=C(O)c1ccc(CSc2nc3ccccc3[nH]2)cc1	1	5	5	0	3.7	-8	-3	15
O=C(Cn1ncc2ccccc21)N1CCN(c2cccc(C(F)(F)F)c2)CC1	25	-7	-5	8	-0.8	4	-3	15
COc1ccccc1OCCNC(=O)Cc1ccc(Cl)c(Cl)c1	-13	23	-1	26	-1.1	5	-1	-15
CCn1c(SCC(=O)Nc2ccccc2-c2ccccc2)nnc1-c1ccoc1C	22	7	-4	33	-3.3	10	-3	-6
COC(=O)N(C)CCCC1(C)C(=O)N(C)c2ccc(O)cc21 (stereo unspecified)	-2	-2	2	6	1.3	6	0	24
CC(C)c1ccc(S(=O)(=O)N2CCN(CC(=O)Nc3ccc(Cl)cc3F)CC2)cc1	26	24	9	25	-1.0	14	-3	26
O=C(OC(C(=O)NCc1cccs1)c1ccc(F)cc1)c1ccco1 (stereo unspecified)	-1	30	-11	25	-1.4	13	0	-28
COc1cccc(N(C(=O)c2ccn[nH]2)C2(C(=O)Nc3c(C)cccc3C)CCCCC2)c1	23	12	-12	15	-0.9	18	-1	32
O=C(O)CCNS(=O)(=O)c1ccccc1Br	22	-8	-13	-3	1.2	-10	-2	-2
Cc1ccc(Cl)c(NC(=O)CN2CCNC(=O)C2)c1Cl	17	-2	-11	8	-0.4	-7	-1	8
COC(=O)c1ccc(NC(=O)COC(=O)c2cccc3c(=O)c(C)c(-c4ccccc4)oc23)cc1	25	5	3	5	-2.1	13	5	-1
COc1ccc(C(=O)NCc2ccc(-n3cccc3)cc2)cc1OC	8	8	-11	4	0.1	-2	1	9
C#CCOCCOCCOCCNc1nc(N2CCN(C(=O)CCCCCCCCCCNC(=O)Cn3cc(C[C@@H](C)O)nn3)CC2)nc(N2CCN(C(=O)CCCCCCCCCCNC(=O)[C@H](CCCCN)n3cc(CCCC(=O)O)nn3)CC2)n1	2	24	21	17	-0.5	8	1	4
O=C(O)/C=C/C(=O)c1ccc2c(c1)NC(=O)CO2	13	18	-20	-12	2.1	-1	-3	10
COc1ccc(-c2nc(SCC(=O)NC3CCCCC3)n[nH]2)cc1	17	13	-5	6	3.2	9	-6	-1
COc1ccc(N2CCN(C(=O)c3ccc4c(c3)NC(=O)C(CSCc3ccc(C)cc3)N4)CC2)cc1 (stereo unspecified)	0	13	-9	20	0.0	1	-4	-24

Record cards, as listed above. Order of values: Mdm2-MdmX inh, tim23-1 inh, Jurkat NFkB inh, tim10-1 inh, UPR CHOP act, TIM10 inh, UPR XBP1 act, 697 NFkB inh
Entry for `COC(=O)c1ccc(NC(=O)COC(=O)c2cccc3c(=O)c(C)c(-c4ccccc4)oc23)cc1` = 25, 5, 3, 5, -2.1, 13, 5, -1
Entry for `COc1ccc(N2CCN(C(=O)c3ccc4c(c3)NC(=O)C(CSCc3ccc(C)cc3)N4)CC2)cc1` (stereo unspecified) = 0, 13, -9, 20, 0.0, 1, -4, -24
Entry for `COc1cccc(N(C(=O)c2ccn[nH]2)C2(C(=O)Nc3c(C)cccc3C)CCCCC2)c1` = 23, 12, -12, 15, -0.9, 18, -1, 32
Entry for `O=C(O)CCNS(=O)(=O)c1ccccc1Br` = 22, -8, -13, -3, 1.2, -10, -2, -2

The results go on:
SMILES	Mdm2-MdmX inh	tim23-1 inh	Jurkat NFkB inh	tim10-1 inh	UPR CHOP act	TIM10 inh	UPR XBP1 act	697 NFkB inh
CN1CCC(N(C)C(=O)Cc2ccccc2[N+](=O)[O-])CC1	12	4	4	0	0.5	-1	4	-10
CSc1nc(NCC(C)C)nc(N2CCOCC2)n1	6	11	-6	4	-2.0	-14	-2	-29
CCCc1cc(=O)[nH]c2nnc(SCC(=O)Nc3ccc(NC(C)=O)cc3)n12	16	11	16	-7	1.5	9	0	0
Cc1ccc(S(=O)(=O)c2nc(NC3CCS(=O)(=O)C3)sc2Cl)cc1 (stereo unspecified)	6	15	8	-1	1.0	7	0	7
Cc1ccc(NC(=O)C2Oc3ccccc3OC2C)cc1 (stereo unspecified)	-16	26	0	15	1.2	-1	-2	6
CC1CCN(c2c(NCC3CCC(C(=O)NCCCc4ccccc4)CC3)c(=O)c2=O)CC1 (stereo unspecified)	-12	11	0	-4	-1.1	14	-2	27
Cn1ncc(Cl)c1C(=O)Nc1cc(C(F)(F)F)ccc1F	3	4	1	47*	-0.6	-3	0	-3
COc1ccc(NC(=O)CSc2nnc(-c3ccoc3C)n2CC2CCCO2)cc1 (stereo unspecified)	-8	9	-3	13	-0.2	-4	-1	-3
Cc1ccc(-c2[nH]c3ccccc3c2SCCN)cc1	34	-287	1	-94	2.7	-99	-3	-15
COc1ccc(-c2nnc(SCC(=O)NCc3ccco3)o2)cc1	20	21	-21	18	-1.4	15	-1	0
O=C(O)c1ccccc1N=Cc1c(O)n(-c2nccs2)c(=O)c2ccccc12	16	13	19	-8	3.7	-6	-1	42*
CCN(Cc1ccccc1)C(=O)CCS(=O)(=O)c1ccc2c(c1)oc(=O)n2C	-7	5	-7	-13	-2.7	1	-3	-21

Records listed so far marked active in 697 NFkB inh.
canonical_smiles | Mdm2-MdmX inh | Jurkat NFkB inh | 697 NFkB inh
O=C(O)c1ccccc1N=Cc1c(O)n(-c2nccs2)c(=O)c2ccccc12 | 16 | 19 | 42*

New compounds follow
SMILES	Mdm2-MdmX inh	tim23-1 inh	Jurkat NFkB inh	tim10-1 inh	UPR CHOP act	TIM10 inh	UPR XBP1 act	697 NFkB inh
CN(C)c1nnnn1Cc1ccccc1	5	12	9	11	-1.6	-6	-3	24
CC(C)CCNC(=O)Cn1c(NCCC(C)C)nc2c1c(=O)n(C)c(=O)n2C	8	-59	-12	3	1.2	17	-1	3
Cc1cccc(N2CC(C(=O)OCC(=O)c3ccc(OC(=O)c4cccs4)cc3)CC2=O)c1C (stereo unspecified)	11	31	-10	33	2.9	33	8	10
CC(=O)c1c(O)c(C)c(O)c2c1OC1=CC(=O)C(C(C)=O)C(=O)[C@@]12C (stereo partly specified)	16	23	5	-9	12	8	-2	11
CCOC(=O)c1sc(NC(=O)CC(C)c2ccccc2)nc1C (stereo unspecified)	36	19	43	26	-0.2	14	-2	-14
Cn1c(=O)c2c(n(C)c1=O)=NC1(CCCCC1)ON=2	7	-18	-8	-3	0.3	-12	2	18
Cc1cccc(OCC(=O)NCCNC(=O)c2ccco2)c1	-15	13	-8	-14	0.6	7	0	12
Cc1ccc(OCCn2c(C)c(/C=N/n3cnnc3)c3ccccc32)cc1	16	2	1	25	-0.5	2	5	-19
O=C(Cn1nnc2ccccc21)OCc1ccccc1	10	0	3	1	2.6	0	1	20
N#C/C(=C\c1ccccn1)c1ccccn1	-9	38	-30	35	5.3	29	5	-54
N[C@@H](Cc1ccccc1)C(=O)N1CCC(C(=O)N[C@@H](Cc2c[nH]c3ccccc23)C(=O)O)CC1	-16	22	-25	4	-0.5	-19	-3	0
COc1ccc(OCC(=O)N/N=C/C(C)=C/c2ccco2)c(Br)c1	39	-12	-6	-34	1.1	-23	1	-1
CC(C)NC(=O)CSc1ncccc1-c1nc2ccccc2[nH]1	3	2	-17	15	1.7	4	-2	1
CCn1cc(C(=O)Nc2ccc(OC)c(S(=O)(=O)N3CCCCC3)c2)c(=O)c2ccc(C)nc21	-13	-11	1	-1	0.3	-2	1	20
O=C(OCC(=O)N1CCCC1)c1c(Cl)cccc1Cl	-2	10	13	-8	0.9	7	-2	5
CCn1c(Cc2ccccc2)nnc1SCC(=O)Nc1nc(C)c(C)s1	-11	2	3	5	1.0	6	-4	2
O=C(Nc1nccs1)C1(S(=O)(=O)c2ccc(Cl)cc2)CC1	28	14	10	15	0.3	16	-3	3
CCOc1ccc(NC(=O)Nc2cc(OCC(F)(F)F)cc(OCC(F)(F)F)c2)cc1	48	-4	9	15	12	14	-1	0
CC(C)(O)C#Cc1ccc(CN2CCCC(CNC(=O)c3ccco3)C2)cc1 (stereo unspecified)	16	-5	7	-11	2.1	7	-3	10
Cc1ccc(S(=O)(=O)Nc2ccc3[nH]c(=O)[nH]c3c2)c(C)c1	12	10	7	-11	-0.8	-5	1	4
CN1CCN(C2CCCCC2NS(=O)(=O)c2ccccc2)CC1 (stereo unspecified)	1	-3	-1	-7	3.7	-7	-1	-11
O=C(CSc1ccccc1)NCCCN1CCOCC1	-8	6	-8	-1	-3.0	6	1	21
O=C(Nc1cccc(S(=O)(=O)NC2=NCCCCC2)c1)c1cc(-c2ccccc2Cl)nc2ccccc12	34	22	-3	13	3.3	0	0	6
COc1cc([N+](=O)[O-])cc(/C=N/NC(=O)CSc2ccccn2)c1O	36	-5	9	-1	0.8	0	0	4
Cc1ccccc1N(CC(=O)NCC1CCCO1)C(=O)C1(C)CC(=O)N=C2C=CC=CN21 (stereo unspecified)	7	10	3	-1	0.4	-8	-1	2
OC1(c2ccc3c(c2)OCO3)CCN(Cc2ccccn2)CC1	7	12	-6	-11	2.1	-18	2	1
NC(=O)Cn1c(=O)n(Cc2ccco2)c(=O)c2c3c(sc21)CCCCC3	6	24	1	12	2.1	9	-3	13
O=C(CN1C(=O)C(=O)c2ccccc21)NCCc1ccccc1	3	17	2	9	1.0	6	-3	-17
CCc1cc2c(Nc3ccc(O)cc3)nc(C)nc2s1	15	11	-6	17	3.9	16	0	-9
Cc1ccc(C)c(SCC(=O)NC(=O)Nc2ccc3c(c2)OCCO3)c1	-3	0	13	5	0.4	7	-1	13
Cc1ccc(C)c(NC(=S)NC(=O)c2cncc(Br)c2)c1	13	27	-16	32	0.9	32	0	-21
O=C(CN1C(=O)NC2(CCCCC2)C1=O)NNC(=O)C1CC1	6	11	3	-1	0.5	18	0	-7
COc1ccc(COCC(O)CN2CCCC(C(F)(F)F)C2)cc1 (stereo unspecified)	-7	-3	-25	1	2.3	-17	1	14
CCCOc1ccc(C(C)=O)cc1CC(C(N)=O)C(N)=O	-9	-7	4	-2	-1.4	-3	4	10
COc1ccc(C2(C(=O)NC(C)C)CCCC2)cc1OC	13	6	0	-2	0.3	-2	-1	16
O=C(c1ccccc1Oc1ccc(C(F)(F)F)cc1[N+](=O)[O-])N1CCOCC1	4	14	-4	26	-2.9	9	-2	3
CC1=CCC2C(=O)N(c3cc(C)on3)C(=O)C2C1 (stereo unspecified)	5	-1	20	-4	1.4	2	-1	18
COc1ccc([C@H]2CC(=O)C=C(c3cc(C(F)(F)F)cc(C(F)(F)F)c3)C2)cc1	-16	18	4	1	0.3	-2	-1	15

Source: PubChem (Sanford-Burnham Center for Chemical Genomics)
